FUS yeast rescue: qHTS for Suppressors of FUS Proteinopathy: Primary screen using FUS-linked yeast assay; S. cerevisiae FUS-expressing, growth rescue, OD600, 24 h; Potency, µM (doses to about 76.6 µM), for inactives: top-dose growth rescue (activation), usual class: activators; 390,000 compounds, 0.24% hits;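 further: potency means the concentration at half of the fitted maximal effect; plate controls were DMSO vehicle for no effect and reference control for full effect; nearly all actives have a fitted effect of over 55% in size; some results filed as inactive show a strong effect at the top dose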
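Quantitative HTS measuring growth restoration of FUS-toxic yeast. Galactose-induced cells (OD 0.005) were exposed 24hr at 30C to compounds at several concentrations, then absorbance at 600 nm was recorded.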
Abeta rescue: qHTS for compounds that reverse cellular toxicity of Amyloid beta (A-beta) peptide in yeast: Primary Screen; 410,000 compounds, 0.063% hits; Potency, µM (doses to about 46.1 µM), for the others: at the top dose growth rescue, usual class: activators; yeast expressing A-beta42, growth rescue, OD600, 48 h; response scale: 0% DMSO, 100% iron-clioquinol control; further: potency means the concentration at half of the fitted maximal effect; nearly all actives have a fitted effect of over 55% in size
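Growth rescue measured by 600 nm absorbance after 48 h yeast culture at 30 C with compound. Values normalized between DMSO and an equimolar ferric chloride plus clioquinol control.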
GLP-1R agonist: qHTS of GLP-1 Receptor Agonists | Glucagon-like peptide 1 receptor (Homo sapiens), P43220 | HEK293 GLP-1R CRE-luciferase, luminescence, 4-6 h; cells express a hypersensitive GLP-1R form | Potency, µM (series often up to 45.6 µM), for the others: top-dose activation, most hits filed as activators | 380,000 compounds, 0.007% hits; further: potency means the concentration at half of the fitted maximal effect; % of control where 0% means no effect
Target sequence (P43220 whole entry, looked up): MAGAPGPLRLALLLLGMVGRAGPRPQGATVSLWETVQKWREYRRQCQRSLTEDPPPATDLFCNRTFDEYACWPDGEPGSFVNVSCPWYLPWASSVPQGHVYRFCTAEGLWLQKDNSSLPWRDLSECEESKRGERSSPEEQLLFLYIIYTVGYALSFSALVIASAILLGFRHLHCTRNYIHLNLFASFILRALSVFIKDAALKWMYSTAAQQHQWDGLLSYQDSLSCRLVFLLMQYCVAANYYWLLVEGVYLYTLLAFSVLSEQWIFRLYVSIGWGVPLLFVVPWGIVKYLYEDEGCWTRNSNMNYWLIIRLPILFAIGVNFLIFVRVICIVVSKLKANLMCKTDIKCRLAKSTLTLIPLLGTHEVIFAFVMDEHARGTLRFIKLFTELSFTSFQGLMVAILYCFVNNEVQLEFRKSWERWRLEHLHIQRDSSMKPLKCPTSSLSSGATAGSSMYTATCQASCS
GLP1R inv ag: qHTS of GLP-1 Receptor Inverse Agonists (Inhibition Mode); Potency, µM (top dose mostly 38.3 µM), inactives show at the top dose activity change, negative = inhibition, actives largely listed as inhibitors; HEK293 GLP-1R CRE-luciferase, luminescence, 24 h; GLP-1R form is constitutively active; 410,000 compounds, 1.6% hits; AID 624417, 2012; Glucagon-like peptide 1 receptor (Homo sapiens), P43220; further: potency means the concentration at half of the fitted maximal effect; on the % scale 0 is the no-effect control and ±100 the full control effect; nearly all actives have a fitted effect of over 55% in size
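Constitutively active GLP-1R drives a cAMP-responsive luciferase in stably transfected HEK293 cells; test compounds are added after overnight (12 h) attachment and left 24 hr, and signal loss in luminescence marks inhibition.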
pAkt inh: HTS Assay for Inhibitors of Akt Phophorylation: Primary Screen | AID 651550, 2012 | 360,000 compounds, 0.32% hits | Neuro2A IGF-stimulated pAkt S473 HTRF, 20 min; stronger effect = lower value | activity change, % for hits at 50 µM; in the data active means activity change below about -80%; inconclusive means mostly about -51% to -80%; further: on the % scale 0 is the no-effect control and ±100 the full control effect
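Single-point screen (50 µM final compound) in Neuro2A cells stimulated 20 min with 6 nM IGF at 37 deg C. After lysis, Ser473-phosphorylated Akt read by HTRF (ex 330 nm, em 615/665 nm) as the 665/615 ratio.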
aSyn yeast inh: qHTS of alpha-syn Inhibitors; Potency, µM (doses to about 46.1 µM), for inactives: top-dose growth rescue (activation), actives largely listed as activators; 370,000 compounds, 0.14% hits; Yeast expressing alpha-synuclein, growth rescue, BacTiter-Glo, 24 h; AID 652106, 2013; further: potency means the concentration at half of the fitted maximal effect; % of control where 0% means no effect; nearly all actives have a fitted effect of over 65% in size
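Galactose-induced alpha-syn yeast (OD600=0.02, raffinose-pregrown) + pinned cpd, 24 hr, 30 deg C; growth by BacTiter-Glo luminescence. Growth restoration scores as activation.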
DRD3 antagonist: qHTS of D3 Dopamine Receptor Antagonist: qHTS; max response, negative = inhibition, %; D3R cells, DiscoveRx beta-arrestin luminescence, antagonist mode; stronger effect = lower value; 360,000 compounds, 2.5% hits; AID 652054, 2013; D(3) dopamine receptor (Homo sapiens), P35462; in the data active means max response below about -50%; inconclusive means no clear call, values can overlap the other calls; further: on the % scale 0 is the no-effect control and ±100 the full control effect; mostly tested at two doses, the higher about 12 µM
Target sequence (P35462 whole entry, looked up): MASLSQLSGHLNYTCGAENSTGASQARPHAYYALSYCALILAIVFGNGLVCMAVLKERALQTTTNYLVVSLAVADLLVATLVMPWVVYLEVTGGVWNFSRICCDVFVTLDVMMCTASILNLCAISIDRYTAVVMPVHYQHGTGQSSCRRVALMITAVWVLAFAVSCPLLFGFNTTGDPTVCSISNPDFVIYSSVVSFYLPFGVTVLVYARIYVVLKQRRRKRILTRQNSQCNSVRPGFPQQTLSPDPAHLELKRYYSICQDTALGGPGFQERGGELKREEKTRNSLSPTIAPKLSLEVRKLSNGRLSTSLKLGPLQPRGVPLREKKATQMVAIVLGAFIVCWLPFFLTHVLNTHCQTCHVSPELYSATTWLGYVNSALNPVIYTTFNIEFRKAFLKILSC
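Cells expressing the human receptor were seeded at 1500 cells/well, incubated overnight at 37 degrees C in 5% CO2, then exposed to library compounds with dopamine controls for 90 minutes at 37 degrees C before luminescent detection.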
PTHR1 ag: qHTS for PTHR1 Agonists: Primary Screen; Parathyroid hormone/parathyroid hormone-related peptide receptor (Homo sapiens), Q03431; HEK293 GP2 PTHR1 cells, GloSensor cAMP luminescence, 1 h; Potency, µM (doses to about 115 µM), without a hit: at the top dose activation, actives largely listed as activators; 410,000 compounds, 0.075% hits; further: potency means the concentration at half of the fitted maximal effect; nearly all actives have a fitted effect of over 55% in size; some results filed as inactive show a strong effect at the top dose; inactives centre near -15; many of its hits are not listed in these tables
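HEK-293-derived GP2 cells expressing PTHR1 and a GloSensor cAMP reporter, 3,000/well, plated overnight, given luciferin plus IBMX (each 0.5 mM as added) for 1 h at 37 °C, then compound for 1 h at 37 °C. Luminescence was read after 15 min at room temperature.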
TDP-43 yeast inh: qHTS of TDP-43 Inhibitors. TDP-43 expressing yeast growth rescue, BacTiter-Glo, 24 h. Potency, µM (titrated, usually from 46.1 µM), inactives show top-dose growth rescue (activation), most hits filed as activators. 410,000 compounds, 1.8% hits. AID 652104, 2013; further: potency means the concentration at half of the fitted maximal effect; % of control where 0% means no effect; nearly all actives have a fitted effect of over 50% in size
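In this qHTS, compounds that restore growth of yeast expressing TDP-43 appear as activators. Cells (OD600=0.02, galactose medium, raffinose-pregrown) are incubated with compound 24 hr at 30 deg C and growth is quantified by BacTiter-Glo.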
An asterisk follows results filed as active; i = inactive; ? = inconclusive; . = not tested or not shown; & = joins results of further samples; [ ] = dose if it differs, or a comment. Unless noted, the call rests on the fitted dose curve; in most records, active means well fitted curve in the direction sought with a large enough effect; inconclusive means small, poorly fitted or top-dose-only effect, or another doubt; inactive means no such curve, though single readings can be large; an effect the other way counts as inactive or inconclusive. The list is partial (hit frequency here may not be typical).

Every second line gives: GLP1R inv ag, FUS yeast rescue, pAkt inh, TDP-43 yeast inh, DRD3 antagonist, Abeta rescue, PTHR1 ag, aSyn yeast inh, GLP-1R agonist
1. COc1ccc(CCC(=O)NNC(=O)Nc2cccc(Cl)c2)cc1
    ?, 16%, i, 14%, 11, 12%, i, 3%, -6%
2. COc1ccccc1/C=C(\NC(=O)c1ccc(OC)c(OC)c1)C(=O)Nc1ccc([N+](=O)[O-])cc1
    2%, 31%, i, -27%, -17, -17%, -10%, 0%, 4%
3. Cc1ccccc1N1C(=O)C(Cl)=C(N2CCCCCC2)C1=O
    ?, 30%, i, ?, -17, -37%, -92%[inhibitor], -11%, 11%
4. CCN1C(=O)N[C@@H](c2cccs2)C(C(C)=O)=C1C
    12%, -11%, i, -6%, -17, -10%, -12%, -2%, 8%
5. CN(C)CCNC(=O)C(=O)Nc1cc2c3c(c1)CCC(=O)N3CCC2
    5%, -11%, i, 19%, 31, 8%, -1%, 1%, 0%
6. Cc1ccc(Oc2nnc(-c3cccs3)c3ccccc23)cc1
    0%, -16%, i, 9%, -15, -6%, i, -5%, 6%
7. Cc1ccc(NC(=O)NNC(=O)c2sccc2-n2cccc2)cc1
    23%, -2%, i, -10%[0.397 µM], 6, 8%, i, -11%, 12%
8. COc1ccc(C2(CNC(=O)c3cccc([N+](=O)[O-])c3)CCOCC2)cc1OC
    1%, 20%, i, 6%, 27, -12%, i, -7%, 16%
9. CCC1CCc2c([nH]c3ccccc3c2=O)O1 (stereo unspecified)
    10%, 11%, i, -2%, 5, 5%, -14%, -14%, -5%
10. O=C(Nc1ccc(S(=O)(=O)N2CCCC2)cc1)c1cc(F)c(F)cc1Cl
    ?, 17%, i, ?, -15, -2%, -36%[inhibitor], 11%, -16%
11. O=C(N=Nc1c(O)[nH]c2ccc(Br)cc12)c1ccccc1-n1cccc1
    -3%, 32%, i, -12%, -27, 10%, -17%[57.5 µM], 0%, 28%
12. Cc1ccccc1OCC(=O)Nc1ccc2nc(SCC(=O)N3CCCC3)sc2c1
    17%, 42%, ., ?, ., -41%[inhibitor], -13%, ., .
13. CCCNc1nc(C)cc(-c2cc(C(=O)NCc3ccccc3)on2)n1
    -20%, -13%, i, 6%, 5, -6%, 9%, 8%, 17%
14. CCCCC(=O)Nc1nnc(SCC(=O)NCC2CCCO2)s1 (stereo unspecified)
    16%, -1%, i, 17%, -2, 6%, i, -6%, -6%
15. COc1ccc(S(=O)(=O)N2CCCC2CNC(=O)C(=O)NCc2ccc(C)cc2)cc1 (stereo unspecified)
    ?, 22%, i, -1%, 2, 3%, -12%, -13%, 14%
16. COCCNC(=O)NC1(C(F)(F)F)Oc2ccc(Cl)cc2O1 (stereo unspecified)
    ?, 8%, i, 10%, -16, 0%, i, -11%, -11%
17. Cc1ccc(C)c(S(=O)(=O)N2CCCCC2CCNC(=O)C(=O)NCc2ccccc2)c1 (stereo unspecified)
    ?, ?, i, -24%, 9, 6%, -80%[inhibitor], -4%, 3%
18. O=C(Nc1nc2ccccc2[nH]1)c1ccccc1
    ?, 28%, i, -11%, 0, 6%, -18%[57.5 µM], -19%, -23%
19. COc1ccc(CCN(C)C(=O)c2cc(-c3ccc(C)cc3)nc3ccccc23)cc1OC
    ?, 27%, i, 0%, -1, 8%, i, -15%, 1%
20. CC1(C)CC(=O)C(C=NCCCN2CCOCC2)=C(O)C1
    25%, -24%, i, -3%, -12, -8%, i, 1%, -12%
21. C[C@H]1CN([C@@H](C)CO)C(=O)CCCn2nncc2CO[C@@H]1CN(C)C(=O)Cc1ccccc1
    6%, -15%, i, 4%, -22, 0%, -6%, 1%, -5%
22. Cc1ccc(OC(=O)c2ccc3c(=O)n4c(nc3c2)CCC4)cc1
    11%, 27%, i, 23%, 0, -12%, -45%[inhibitor], -9%, 1%
23. COc1ccccc1NC(=O)CN(Cc1ccccc1)S(C)(=O)=O
    -5%, 12%, i, 0%, 5, 17%, i, 5%, 8%
24. CCOC(=O)c1c(CSc2ccccc2)n(C)c2ccc(O)cc12
    ?, -4%, i, 2%, 21, 8%, ?, 1%, -7%
25. COc1ccc(-c2n[nH]c(=S)n2CC(C)C)cc1
    -4%, 18%, i, 20%, -6, 16%, 0%, -14%, -10%
26. COc1ccc(CCC(=O)Nc2cccc(S(=O)(=O)N3CCOCC3)c2)cc1OC
    -7%, -2%, i, 29%, 23, 11%, -4%, 2%, 12%
27. COc1ccc(S(=O)(=O)N2CCCC(C(=O)Nc3ccc4c(c3)OCCO4)C2)cc1 (stereo unspecified)
    -21%, -4%, i, -20%, -3, 16%, -13%[57.5 µM], 10%, -4%
28. Cc1cc(C)c(OCC(=O)OCC(=O)NCCC2=CCCCC2)c(C)c1
    24%, 18%, i, -16%, -5, 9%, 17%, 10%, 0%
29. CCc1nn2c(=O)cc(COC(=O)CNC(=O)COc3ccc(C)cc3)nc2s1
    4%, -3%, ., 0%, ., -20%, i, ., .
30. C=CCc1cccc2cc(C(=O)O)c(=O)oc12
    3%, -3%, i, ?, 22, -4%, -15%, 13%, -11%

Profiles, quoted from the list:
CCc1nn2c(=O)cc(COC(=O)CNC(=O)COc3ccc(C)cc3)nc2s1 is listed with GLP1R inv ag: 4%; FUS yeast rescue: -3%; pAkt inh: .; TDP-43 yeast inh: 0%; DRD3 antagonist: .; Abeta rescue: -20%; PTHR1 ag: i; aSyn yeast inh: .; GLP-1R agonist: .
Cc1ccc(Oc2nnc(-c3cccs3)c3ccccc23)cc1 is listed with GLP1R inv ag: 0%; FUS yeast rescue: -16%; pAkt inh: i; TDP-43 yeast inh: 9%; DRD3 antagonist: -15; Abeta rescue: -6%; PTHR1 ag: i; aSyn yeast inh: -5%; GLP-1R agonist: 6%

Entries by screen from the entries so far:
Nos. 15 to 20 in Abeta rescue, in turn: 3%, 0%, 6%, 6%, 8%, -8%

2 compounds picked at random from the list so far, as already listed:
Every second line gives: GLP1R inv ag, FUS yeast rescue, pAkt inh, TDP-43 yeast inh, DRD3 antagonist, Abeta rescue, PTHR1 ag, aSyn yeast inh, GLP-1R agonist
21. C[C@H]1CN([C@@H](C)CO)C(=O)CCCn2nncc2CO[C@@H]1CN(C)C(=O)Cc1ccccc1
    6%, -15%, i, 4%, -22, 0%, -6%, 1%, -5%
5. CN(C)CCNC(=O)C(=O)Nc1cc2c3c(c1)CCC(=O)N3CCC2
    5%, -11%, i, 19%, 31, 8%, -1%, 1%, 0%

Next section.
Every second line gives: GLP1R inv ag, FUS yeast rescue, pAkt inh, TDP-43 yeast inh, DRD3 antagonist, Abeta rescue, PTHR1 ag, aSyn yeast inh, GLP-1R agonist
31. O=C(c1ccc(Cl)c(Cl)c1)N1CCC(=O)N([C@H](COCc2ccc(Cl)cc2)Cc2ccccc2)CC1
    ?, 40%, i, 24%, 8, ?, -39%[inhibitor], ?, 0%
32. COc1ccccc1CNC(=O)c1ccc(NC(=O)CC2SC(N3CCCC3)=NC2=O)cc1 (stereo unspecified)
    6%, -20%, i, 5%, 28, -1%, -1%, 6%, -1%
33. CCC(CC)c1nnc(NC(=O)/C=C/c2ccco2)s1
    14%, 4%, i, 3%, 1, 11%, i, -12%, -1%
34. Cc1ccc(CNC(=O)c2cn(C)c3ccc(S(=O)(=O)N4CCC(C)CC4)cc3c2=O)cc1
    11%, 5%, ., 3%, ., -5%, i, ., .
35. COc1ccc(CCNc2oc(-c3ccccc3OC)nc2C#N)cc1
    -33%, -85%[inhibitor], i, -19%, 22, -12%, -18%[57.5 µM], 19%, -3%
36. COC(=O)[C@@]1(Cc2ccc(F)cc2)[C@H]2c3cc(C(=O)N4CCCC4)n(CCF)c3C[C@H]2CN1C(=O)c1ccccc1
    -24%, ?, i, ?, -18, 5%, -3%, -1%, 8%
37. CCc1nc2ccc(C(=O)NCc3ccc(OC)c(OC)c3)cc2nc1CC
    27%, -10%, ., 21%, ., 2%, -3%, ., .
38. Cc1ccc(-n2nc(C)c3onc(C)c3c2=O)cc1
    2%, 0%, i, -6%, -19, 3%, -7%, -1%, -7%
39. Cc1ccc(S(=O)(=O)N2CCOCC2)cc1C(=O)NC1CCN(Cc2ccccc2)CC1
    12%, -8%, i, 15%, 7, 1%, i, 2%, -6%
40. Cc1cccc(C)c1NC(=O)CSCC(=O)c1ccc(O)c(O)c1
    -13%, 21%, i, -1%, 3, -11%, i, -13%, -11%
41. CCOc1ccc(N(C(C)C(=O)N2CCCCCC2)S(C)(=O)=O)cc1 (stereo unspecified)
    0%, -5%, i, 10%, -17, 0%, -42%[inhibitor], 2%, 8%
42. CC1(C)CC(=O)C(CCCN2C(=O)c3ccccc3C2=O)C(=O)C1
    0%, 8%, i, -10%, 15, 1%, -11%[57.5 µM], 6%, 0%
43. O=C(NCc1cccnc1)C1CC(=O)N(c2ccc(F)cc2)C1 (stereo unspecified)
    -1%, -4%, i, -3%, 2, -1%, i, 0%, -9%
44. O=C(N/N=C/c1cc(Cl)ccc1O)c1ccc(Br)cc1
    ?, ?, i, -12%, -21, 5%, i, 15%, -20%
45. N#Cc1ccccc1S(=O)(=O)N1CCN(c2nc(-c3ccccc3)nc3ccccc23)CC1
    9%, -17%, i, 24%, 27, 3%, -18%, 2%&-2%, 11%
46. CC(=O)Nc1ccc(S(=O)(=O)N2CCN(Cc3cccs3)CC2)cc1
    -8%, 10%, i, -9%, 11, 5%, -16%, 0%, 4%

From PubChem
